ssDAF12 agonist – S. stercoralis DAF-12 nuclear receptor activators, primary screen, cell-based, luminescence, HEK293, GRIP1 co-expression, lit1-tk-luc; hit rate 1% among 370,000; activation, % at 6.8 µM; HEK293 ssDAF-12/GRIP1 lit1-tk-luc reporter; % of 3 µM dafachronic acid response;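 active = activation above the mean over all tested compounds plus 3 SD, cut at about 0.9% in these data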;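 note: 0% = DMSO-only wells and 100% = 3 µM delta7-dafachronic acid wells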
KLK7 zymogen act – proKLK7 zymogen activators, primary screen, biochemical, fluorescence intensity. Kallikrein-7 (Homo sapiens), P49862. purified proKLK7, EDANS-DABCYL substrate fluorescence; 100% is mature enzyme control, 0% vehicle. activation, % at 7 µM. hit rate 0.9% among 370,000;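 active = activation above the mean of all tested compounds plus 3 SD, computed per campaign excluding outliers beyond control limits, cut at about 13% in these data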
FXN GAA850 act – FXN promoter activators, primary screen, cell-based, luciferase luminescence, HEK293 lucGAA850; HEK293 lucGAA850 FXN promoter luciferase reporter, 24 h; percent of 10 µM SAHA response; hit rate 0.56% among 360,000; activation, % at 6 µM;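 active = activation above the average of all compounds screened plus 3 SD, cutoff fixed separately per campaign, cut at about 7.5% in these data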;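 note: 0% = DMSO wells and 100% = 10 µM SAHA wells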
sPLA2-III inh – human group III sPLA2 inhibitors, primary screen, biochemical, QFRET, BODIPY PC-A2 liposome substrate; Group 3 secretory phospholipase A2 (Homo sapiens), Q9NZ20; AID 743126, 2013; hit rate 0.56% among 370,000; inhibition, % at 12.2 µM; QFRET BODIPY PC-A2 liposome hydrolysis, fluorescence;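 active = inhibition above mean plus 3 SD of compounds lying within the high and low control bounds, cut at about 19% in these data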;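 note: 0% = median of test compound wells and 100% = no enzyme DMSO wells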
hcDAF12 agonist – H. contortus DAF-12 nuclear receptor activators, primary screen, cell-based, luminescence, HEK293, lit1-tk-luc reporter; hit rate 1.4% among 370,000; HEK293 hcDAF-12 lit1-tk-luc reporter; 0% DMSO, 100% Δ7-dafachronic acid; activation, % at 6.8 µM; AID 652067, 2013;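 active = activation above the mean of all tested compounds plus 3 SD, cut at about 5.5% in these data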;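 note: 100% = response to 3 µM Δ7-dafachronic acid high control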
GC-B act – human GC-B receptor activators, primary screen, HEK293 GC-B cells, cGMP TR-FRET, EC30 CNP; Atrial natriuretic peptide receptor 2 (Homo sapiens), P20594; 0% at EC30 CNP, 100% saturating CNP; activation, % at 10 µM; hit rate 0.11% among 370,000; AID 1920062, 2024;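 active = activation at 10 µM reaching about 35% in either raw or pattern-adjusted values, limit read from the data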
Target sequence (P20594 whole entry, looked up): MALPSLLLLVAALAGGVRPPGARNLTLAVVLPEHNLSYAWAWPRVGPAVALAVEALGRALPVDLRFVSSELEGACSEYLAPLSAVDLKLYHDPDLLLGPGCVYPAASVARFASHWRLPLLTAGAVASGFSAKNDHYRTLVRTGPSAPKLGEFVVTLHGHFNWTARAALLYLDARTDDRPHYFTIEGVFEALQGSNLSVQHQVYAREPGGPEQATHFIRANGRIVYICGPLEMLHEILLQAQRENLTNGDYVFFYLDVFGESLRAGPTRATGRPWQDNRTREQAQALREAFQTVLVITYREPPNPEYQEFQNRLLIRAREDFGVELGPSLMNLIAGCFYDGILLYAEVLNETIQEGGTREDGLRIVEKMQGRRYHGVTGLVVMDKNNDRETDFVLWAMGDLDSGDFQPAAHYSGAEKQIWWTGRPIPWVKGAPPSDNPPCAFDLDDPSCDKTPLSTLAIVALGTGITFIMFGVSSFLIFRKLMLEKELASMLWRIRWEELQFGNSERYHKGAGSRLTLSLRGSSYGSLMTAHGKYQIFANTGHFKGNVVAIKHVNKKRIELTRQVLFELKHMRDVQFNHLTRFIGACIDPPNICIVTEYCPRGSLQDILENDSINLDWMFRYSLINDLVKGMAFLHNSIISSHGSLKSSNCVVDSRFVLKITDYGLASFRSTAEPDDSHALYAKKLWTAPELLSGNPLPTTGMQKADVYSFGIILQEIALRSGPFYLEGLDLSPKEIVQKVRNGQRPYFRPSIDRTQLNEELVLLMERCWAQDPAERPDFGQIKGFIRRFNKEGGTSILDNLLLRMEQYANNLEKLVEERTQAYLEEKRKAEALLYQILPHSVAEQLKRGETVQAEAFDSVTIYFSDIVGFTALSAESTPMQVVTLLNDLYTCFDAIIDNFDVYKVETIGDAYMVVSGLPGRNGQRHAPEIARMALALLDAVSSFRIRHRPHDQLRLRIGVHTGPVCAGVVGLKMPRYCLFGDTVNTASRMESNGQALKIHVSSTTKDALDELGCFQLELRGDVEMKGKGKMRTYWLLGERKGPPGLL
DAX1 inh-1 – DAX1 (NR0B1) inhibitors on StAR promoter, primary screen, cell-based, luminescence, SF-1 (NR5A1), full-length DAX-1 | HEK293T StAR-luciferase reporter, SF-1/DAX-1 repression relief | inhibition, % at 6.8 µM | AID 652010, 2013 | hit rate 1.1% among 370,000;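 active = inhibition above the mean over all tested compounds plus 3 SD, cut at about 3.6% in these data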;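 note: 0% = DAX-1 cells with DMSO and 100% = cells lacking DAX-1 with DMSO; higher inhibition means more luminescence from relief of DAX-1 repression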
SMARCA2 activ – SMARCA2 (BRM) function activators, primary screen, cell-based, luminescence, high throughput | hit rate 1% among 370,000 | activation, % at 9.1 µM | MG213 cells, MMTV-luciferase reporter, dexamethasone, overnight | AID 652017, 2013; in the data active = activation above about 7.8%;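 note: 0% = vehicle wells and 100% = reference activator wells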
NPR1 activator – GC-A stimulated cGMP production enhancers – HEK293 GC-A cells, cGMP TR-FRET, EC30 ANP, primary screen. activation, % at 10 µM. hit rate 0.14% among 370,000. Atrial natriuretic peptide receptor 1 (Homo sapiens), P16066. 0% at EC30 ANP, 100% saturating ANP; in the data active = activation above about 40%
hgDAF12 agonist – H. glycines DAF-12 receptor agonists, primary screen, cell-based, luminescence, HEK293, GAL4 fusion, UAS-luciferase | Nuclear hormone receptor DAF-12 (Heterodera glycines), GAL4 fusion | hit rate 1.8% among 370,000 | AID 687014, 2013 | HEK293 GAL4-hgDAF12 UAS-luciferase reporter, agonist luminescence; normalized to butyrate control | activation, % at 6.8 µM;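 active = activation above a cutoff set at the mean of all screened compounds plus 3 SD, cut at about 10% in these data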;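 note: 0% = DMSO wells and 100% = sodium butyrate wells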
DAX1 inh-2 – DAX1 (NR0B1) inhibitors, primary screen, cell-based, HEK293, Gal4-DAX1, luciferase luminescence; Nuclear receptor subfamily 0 group B member 1 (Homo sapiens), P51843; HEK293 Gal4-DAX1 luciferase reporter; inhibition, % at 6.75 µM; hit rate 0.99% among 340,000; AID 504766, 2011;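 active = inhibition above the mean over all tested compounds plus 3 SD, cut at about 4.2% in these data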;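 note: 0% = DAX1-transfected cells with DMSO and 100% = empty-vector control cells with DMSO; inhibition shows as a rise in luminescence from relieved DAX1 repression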
Numbers without * were called inactive.

C#CCOCCOCCOCCNc1nc(N2CCN(C(=O)[C@H](CO)n3cc([C@@H](N)C(C)C)nn3)CC2)nc(N2CCN(C(=O)[C@H](CO)n3cc([C@@H](N)C(C)C)nn3)CC2)n1 was read as ssDAF12 agonist 0.1, KLK7 zymogen act -0.5, FXN GAA850 act -0.2, sPLA2-III inh 0.7, hcDAF12 agonist -0.1, GC-B act 1.4, DAX1 inh-1 0.2, SMARCA2 activ 0.8, NPR1 activator -0.1, hgDAF12 agonist 3.6 and DAX1 inh-2 -0.8.
For OCCN1CCN(c2nnc(-c3ccccc3)c3ccccc23)CC1 the results were ssDAF12 agonist -1.2, KLK7 zymogen act 0.6, FXN GAA850 act 1.8, sPLA2-III inh -2.3, hcDAF12 agonist -1.9, GC-B act 2.2, DAX1 inh-1 0.0, SMARCA2 activ -1.7, NPR1 activator -0.1, hgDAF12 agonist -0.3 and DAX1 inh-2 0.2.
O=C1c2ccccc2CN1CCNS(=O)(=O)c1ccc(Cl)cc1 was read as ssDAF12 agonist -1.4, KLK7 zymogen act -0.3, FXN GAA850 act 2.7, sPLA2-III inh 9.8, hcDAF12 agonist 0.8, GC-B act 1.2, DAX1 inh-1 -1.0, SMARCA2 activ -0.8, NPR1 activator -1.1, hgDAF12 agonist -0.2 and DAX1 inh-2 0.8.
For NC(=O)c1cc(C(=O)Cc2ccc(Cl)cc2)c[nH]1 the results were ssDAF12 agonist -1.2, KLK7 zymogen act -0.1, FXN GAA850 act -0.3, sPLA2-III inh -8.7, hcDAF12 agonist 0.1, GC-B act -0.3, DAX1 inh-1 0.4, SMARCA2 activ 3.8, NPR1 activator 1.5, hgDAF12 agonist 1.4 and DAX1 inh-2 0.6.
`Cc1ccccc1CN1CCC(CNC(=O)Nc2ccc(F)cc2F)CC1` gave ssDAF12 agonist -1.0, KLK7 zymogen act -0.5, FXN GAA850 act 1.8, sPLA2-III inh -5.6, hcDAF12 agonist 0.3, GC-B act -2.1, DAX1 inh-1 0.7, SMARCA2 activ -1.4, NPR1 activator -5.9, hgDAF12 agonist -0.1 and DAX1 inh-2 -0.2.
Cc1ccc(C(=O)NC2c3ccccc3-c3ccccc32)cc1 was read as ssDAF12 agonist -1.6, KLK7 zymogen act -0.1, FXN GAA850 act -6.6, sPLA2-III inh 10.8, hcDAF12 agonist -0.4, GC-B act -1.1, DAX1 inh-1 -0.2, SMARCA2 activ -2.4, NPR1 activator -3.6, hgDAF12 agonist 1.1 and DAX1 inh-2 2.7.
`O=C(O)CC(CCc1ccccc1)OC1OC(CO)C(O)C(O)C1O` (stereo unspecified) gave ssDAF12 agonist -0.7, KLK7 zymogen act 0.1, FXN GAA850 act -1.0, sPLA2-III inh 12.8, hcDAF12 agonist 0.7, GC-B act 2.7, DAX1 inh-1 0.0, SMARCA2 activ -2.8, NPR1 activator 2.8, hgDAF12 agonist 0.7 and DAX1 inh-2 0.5.
Screening CCOC(=O)Nc1ccc(S(=O)(=O)NCc2ccccc2)cc1 returned ssDAF12 agonist -1.7, KLK7 zymogen act -0.3, FXN GAA850 act 2.8, sPLA2-III inh -10.7, hcDAF12 agonist -3.0, GC-B act 4.5, DAX1 inh-1 -0.8, SMARCA2 activ -0.5, NPR1 activator -3.8, hgDAF12 agonist -3.3 and DAX1 inh-2 -1.9.
Screening CCC(=O)c1ccc2ncccc2c1 returned ssDAF12 agonist -1.5, KLK7 zymogen act -0.1, FXN GAA850 act 2.6, sPLA2-III inh 0.7, hcDAF12 agonist 1.9, GC-B act -2.7, DAX1 inh-1 0.3, SMARCA2 activ 1.5, NPR1 activator 6.8, hgDAF12 agonist 2.8 and DAX1 inh-2 0.2.
`Cn1cc([C@]2(O)C(=O)Nc3cccc(Cl)c32)c2ccccc21` gave ssDAF12 agonist -0.7, KLK7 zymogen act -0.4, sPLA2-III inh -2.7, hcDAF12 agonist 1.0, GC-B act 3.8, DAX1 inh-1 -0.9, SMARCA2 activ -2.9, NPR1 activator 3.9 and hgDAF12 agonist 0.9.
Screening CCc1cc2c(COC(=O)c3cccc(NS(C)(=O)=O)c3)cc(=O)oc2cc1O returned ssDAF12 agonist -1.5, KLK7 zymogen act 54.5*, FXN GAA850 act -1.1, sPLA2-III inh -24.7, hcDAF12 agonist -3.1, GC-B act 3.7, DAX1 inh-1 -1.0, SMARCA2 activ -1.3, NPR1 activator 0.3, hgDAF12 agonist -0.9 and DAX1 inh-2 -2.0.
For Cc1cc(SCC(=O)N(C)c2c(N)n(Cc3ccccc3)c(=O)[nH]c2=O)nc2ccccc12 the results were ssDAF12 agonist -1.1, KLK7 zymogen act 0.0, FXN GAA850 act -1.5, sPLA2-III inh -0.2, hcDAF12 agonist -0.3, GC-B act 2.2, DAX1 inh-1 -0.1, SMARCA2 activ -0.8, NPR1 activator 3.2, hgDAF12 agonist 0.1 and DAX1 inh-2 -0.3.
`O=C(O)c1ccccc1S(=O)CCO` (stereo unspecified) gave ssDAF12 agonist 0.1, KLK7 zymogen act 0.5, FXN GAA850 act -0.7, sPLA2-III inh 2.8, hcDAF12 agonist 4.1, GC-B act -0.5, DAX1 inh-1 0.4, SMARCA2 activ -1.7, NPR1 activator 2.2, hgDAF12 agonist 1.6 and DAX1 inh-2 0.9.
Screening CCc1ccc2nc(SCC(=O)N(CC)CC)c(C#N)cc2c1 returned ssDAF12 agonist -0.8, KLK7 zymogen act 0.3, FXN GAA850 act 2.8, sPLA2-III inh 1.2, hcDAF12 agonist -1.4, GC-B act 0.9, DAX1 inh-1 -0.3, SMARCA2 activ 1.0, NPR1 activator 1.0, hgDAF12 agonist 0.8 and DAX1 inh-2 -1.2.
Screening Cc1nc2ccccc2c(=O)n1NC(=O)c1ccc(Cl)c([N+](=O)[O-])c1 returned ssDAF12 agonist -0.8, KLK7 zymogen act 0.3, FXN GAA850 act 1.8, sPLA2-III inh 3.0, hcDAF12 agonist -1.7, GC-B act -3.1, DAX1 inh-1 -0.1, SMARCA2 activ -0.7, NPR1 activator 1.8, hgDAF12 agonist 4.0 and DAX1 inh-2 -0.5.
O=C(Nc1ccc(Cl)cc1)Nc1ccc2c(c1)N1CCN=C1S2 was read as ssDAF12 agonist -1.7, KLK7 zymogen act -1.2, FXN GAA850 act 4.0, sPLA2-III inh -25.9, hcDAF12 agonist -2.5, GC-B act -13.0, DAX1 inh-1 -1.3, SMARCA2 activ -2.8, NPR1 activator -4.9, hgDAF12 agonist 1.8 and DAX1 inh-2 -0.2.
CC(C)C[C@H]1COc2cc(F)ccc2S(=O)(=O)N1C was read as ssDAF12 agonist -0.2, KLK7 zymogen act 0.3, sPLA2-III inh 1.6, hcDAF12 agonist -3.6, GC-B act 8.3, DAX1 inh-1 -1.0, SMARCA2 activ -1.6, NPR1 activator 0.4 and hgDAF12 agonist -2.2.
`COc1cccc(-n2c(CNc3ccc(F)cc3)nnc2SCC(N)=O)c1` gave ssDAF12 agonist 0.1, KLK7 zymogen act 0.0, FXN GAA850 act 1.9, sPLA2-III inh -1.6, hcDAF12 agonist -1.0, GC-B act -4.6, DAX1 inh-1 -0.3, SMARCA2 activ 1.5, NPR1 activator -0.6, hgDAF12 agonist 0.7 and DAX1 inh-2 -1.2.
For Nc1nccnc1C(=O)OCC(=O)NCCc1ccc(S(N)(=O)=O)cc1 the results were ssDAF12 agonist -1.0, KLK7 zymogen act -40.0, FXN GAA850 act -1.9, sPLA2-III inh -5.7, hcDAF12 agonist 0.8, GC-B act -2.6, DAX1 inh-1 0.9, SMARCA2 activ -4.0, NPR1 activator 1.4, hgDAF12 agonist 3.3 and DAX1 inh-2 1.5.
`Cc1cnc(C(=O)OCC(=O)Nc2ccc(C)c(S(=O)(=O)N3CCCCCC3)c2)cn1` gave ssDAF12 agonist -1.6, KLK7 zymogen act 0.5, FXN GAA850 act 0.7, sPLA2-III inh -3.8, hcDAF12 agonist -2.6, GC-B act -3.2, DAX1 inh-1 0.4, SMARCA2 activ 0.2, NPR1 activator 0.5, hgDAF12 agonist -1.3 and DAX1 inh-2 -1.0.
`CCCCC(=O)N(C)c1c(CC)nc2c(OCc3cccc(Cl)c3)cccn12` gave ssDAF12 agonist -2.3, KLK7 zymogen act -0.2, FXN GAA850 act -1.3, sPLA2-III inh -2.1, hcDAF12 agonist -4.2, GC-B act 6.5, DAX1 inh-1 -2.9, SMARCA2 activ -6.5, NPR1 activator -0.1 and hgDAF12 agonist -11.4.
Screening COc1ccc(S(=O)(=O)n2nc(OC(=O)c3ccncc3)cc2N)cc1 returned ssDAF12 agonist -1.0, KLK7 zymogen act 0.3, FXN GAA850 act 1.2, sPLA2-III inh 12.0, hcDAF12 agonist -0.4, GC-B act -1.5, DAX1 inh-1 0.4, SMARCA2 activ -0.1, NPR1 activator 2.4, hgDAF12 agonist -0.8 and DAX1 inh-2 2.1.
Cc1ccc(S(=O)(=O)N(C)C[C@@H]2OCc3cnnn3CCCC(=O)N([C@H](C)CO)C[C@H]2C)cc1 was read as ssDAF12 agonist -1.5, KLK7 zymogen act -0.2, FXN GAA850 act 0.0, sPLA2-III inh 11.5, hcDAF12 agonist 0.4, GC-B act -1.0, DAX1 inh-1 -0.2, SMARCA2 activ -2.2, NPR1 activator 2.6, hgDAF12 agonist 0.1 and DAX1 inh-2 1.1.
`Cc1ccc(N=CC=C2OC(C)(C)C(C)(C)O2)cc1` gave ssDAF12 agonist -1.5, KLK7 zymogen act -10.5, FXN GAA850 act -0.2, sPLA2-III inh 9.6, hcDAF12 agonist 5.7*, GC-B act 4.2, DAX1 inh-1 -0.1, SMARCA2 activ 1.7, NPR1 activator -3.8, hgDAF12 agonist 3.8 and DAX1 inh-2 -0.7.
For COc1cc(OC)c(C2C(C#N)=C(N)Oc3cc(C)n(CCCN4CCOCC4)c(=O)c32)cc1OC (stereo unspecified) the results were ssDAF12 agonist -1.1, KLK7 zymogen act 0.3, FXN GAA850 act -0.8, sPLA2-III inh 3.0, hcDAF12 agonist -1.6, GC-B act 4.6, DAX1 inh-1 -0.4, SMARCA2 activ -2.4, NPR1 activator 5.4, hgDAF12 agonist -1.6 and DAX1 inh-2 0.1.

Bioassay records from PubChem.
